tim10-1 inh – tim10-1 yeast growth inhibition. actives 2.2% (n = 330,000). inhibition, % at 20 µM. S. cerevisiae tim10-1 ts strain growth, BacTiter-Glo, 24 h;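 active means inhibition of at least 40%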;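 further: mutant grown at 25 °C; 0% = DMSO wells with yeast and 100% = wells holding no yeast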
TIM10 inh – TIM10 yeast growth inhibition. S. cerevisiae TIM10 strain growth, BacTiter-Glo luminescence, 24 h. inhibition, % at 10 µM. actives 1.4% (n = 330,000);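 active means inhibition of 40% or more at the single tested concentration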;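 further: wild-type TIM10 isogenic control strain grown at permissive 25 °C; 0% = DMSO yeast wells and 100% = minimal medium wells without yeast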
tim23-1 inh – tim23-1 yeast growth inhibition; S. cerevisiae tim23-1 growth, BacTiter-Glo luminescence, 24 h; inhibition, % at 20 µM; actives 1.3% (n = 330,000);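 active means growth inhibition of the mutant yeast at or above 50%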;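 further: temperature-sensitive mutant grown at 25 °C; plate controls were DMSO-treated mutant yeast for no effect and medium wells lacking yeast for full effect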
UPR CHOP act – activators of apoptotic arm of unfolded protein response (CHOP); activation, % at 10 µM; actives 0.34% (n = 330,000); CHO-CHOP luciferase reporter, UPR activation, luminescence; percent of tunicamycin response over DMSO baseline;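 active means at 10 µM dose, activation of 40% or more, normalized to positive control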;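 further: 100% = tunicamycin at 10 µg/mL and 0% = DMSO alone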
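Assay system: CHO cells with stable CHOP pathway luciferase reporter; Buffer or medium: F12 plus 10% serum; Times: 16-18 h cell attachment, then 6 h compound exposure, 37 °C; Signal: luciferase luminescence; Read-out basis: percent activation relative to tunicamycin control; Control set: tunicamycin high control, DMSO low control.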
XBP1 UPR activ – activators of adaptive arm of unfolded protein response (XBP1); CHO-XBP1 luciferase reporter, IRE1-XBP1 UPR activation, luminescence; percent of tunicamycin response, DMSO as zero; AID 463104; actives 0.33% (n = 330,000); activation, % at 20 µM;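 active means versus positive control, 20 µM dose yields 30% or more activation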;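 further: 100% = tunicamycin at 10 µg/mL and 0% = DMSO only wells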
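Test system: CHO-XBP1 luciferase reporter cells | Buffer or medium: Serum-containing F12 medium, 10% FBS | Schedule: 6 h compound exposure at 37 °C, 5% CO2 | Detection: Steady-Glo luciferase glow luminescence, 10 min after reagent addition | Read-out basis: Activation, % of tunicamycin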
697 NFkB inh – inhibitors of the PMA/ionomycin-induced NF-kB reporter in 697 B cells; 697 B-cell NF-kB luciferase reporter, 16 h; inhibition, % at 4 µM; actives 0.33% (n = 330,000); in the data active means inhibition above about 35%
Jurkat NFkB inh – lowers PMA/ionomycin-induced NF-kB signal in Jurkat cells | actives 0.53% (n = 330,000) | inhibition, % at 4 µM | AID 435003 | PMA/ionomycin-induced NF-kB luciferase reporter, luminescence; in the data active means inhibition above about 50%
Mdm2-MdmX inh – disrupts the human Mdm2-MdmX interaction; inhibition, % at 8 µM; actives 3% (n = 330,000); SaOS-2 split-luciferase Mdm2/MdmX complementation, luminescence; AID 485346; O15151+Q00987;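 active means inhibition of at least 50% at 8 µM in the primary screen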
Target sequence (O15151 whole entry, looked up): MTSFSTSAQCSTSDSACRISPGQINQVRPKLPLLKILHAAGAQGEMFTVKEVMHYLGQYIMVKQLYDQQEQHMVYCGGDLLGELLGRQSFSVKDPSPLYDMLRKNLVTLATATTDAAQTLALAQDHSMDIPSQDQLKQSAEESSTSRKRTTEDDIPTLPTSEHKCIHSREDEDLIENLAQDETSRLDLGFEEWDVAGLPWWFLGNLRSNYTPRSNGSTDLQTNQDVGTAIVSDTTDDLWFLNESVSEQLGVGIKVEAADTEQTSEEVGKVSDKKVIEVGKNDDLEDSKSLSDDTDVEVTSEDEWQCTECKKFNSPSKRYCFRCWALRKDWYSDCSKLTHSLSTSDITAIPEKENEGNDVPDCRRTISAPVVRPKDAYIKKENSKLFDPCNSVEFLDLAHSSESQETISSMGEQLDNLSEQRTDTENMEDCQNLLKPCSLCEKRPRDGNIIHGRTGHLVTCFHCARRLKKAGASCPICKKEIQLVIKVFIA
Target sequence (Q00987 whole entry, looked up): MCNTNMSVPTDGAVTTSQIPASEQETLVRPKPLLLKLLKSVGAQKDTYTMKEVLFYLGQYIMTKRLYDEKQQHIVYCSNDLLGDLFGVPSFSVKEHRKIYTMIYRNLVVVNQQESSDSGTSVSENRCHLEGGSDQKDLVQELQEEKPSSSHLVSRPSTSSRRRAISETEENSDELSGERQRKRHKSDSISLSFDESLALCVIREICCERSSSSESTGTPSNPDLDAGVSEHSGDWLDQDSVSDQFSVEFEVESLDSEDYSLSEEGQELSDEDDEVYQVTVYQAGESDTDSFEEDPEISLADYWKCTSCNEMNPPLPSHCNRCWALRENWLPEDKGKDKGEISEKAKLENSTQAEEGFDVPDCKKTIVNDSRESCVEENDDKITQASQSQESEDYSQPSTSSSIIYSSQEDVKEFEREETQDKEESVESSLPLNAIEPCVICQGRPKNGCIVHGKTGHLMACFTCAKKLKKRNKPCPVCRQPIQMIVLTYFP
Active calls of the source: *.

compound | tim10-1 inh | TIM10 inh | tim23-1 inh | UPR CHOP act | XBP1 UPR activ | 697 NFkB inh | Jurkat NFkB inh | Mdm2-MdmX inh
CN(/N=C/c1cc(Cl)cc(Cl)c1O)c1c(Cl)cccc1[N+](=O)[O-] | 29.3 | 9.4 | 24.2 | 1.5 | -3.2 | 13.7 | 2.7 | 12.9
N=c1c2ccccc2nc2n1CCCCCCCCCCC2 | 29.9 | 19.3 | 11.8 | -0.5 | -1.7 | -60.5 | 21.5 | 59.4*
CC1(C)C[C@@H](O)[C@]2(C)CC[C@]3(C)C(=CCC4[C@@]5(C)CC[C@H](O)[C@](C)(CO)C5CC[C@]43C)[C@@H]2C1 (stereo partly drawn) | -5.2 | -5.9 | 2.3 | 2.7 | 2.7 | 16.3 | 7.4 | 76.8*
Oc1c(Br)cc(/C=N/Nc2ccc(Cl)nn2)cc1Br | 12.8 | -24.5 | 32.5 | 2.0 | 6.1 | 14.1 | -25.2 | -31.7
O=C(c1cc(-c2ccco2)nc2ccccc12)N1CCN(Cc2ccccc2)CC1 | 13.7 | 3.9 | 22.7 | 5.2 | -3.6 | 7.4 | 7.5 | 5.0
CC(Oc1ccccc1)C(=O)NNC(=O)c1ccccn1 (stereo not drawn) | 1.2 | 0.3 | 3.9 | 0.3 | -1.7 | -1.3 | 5.1 | 33.6
O=C(N1CCN(c2ccccc2)CC1)C12CC3CC(CC(C3)C1)C2 | 32.2 | 23.8 | 15.9 | -1.9 | -3.8 | 19.8 | 1.9 | 2.1
CCOC(=O)C[C@H]1c2ccccc2S(=O)(=O)N1c1ccccc1 | 2.4 | 4.5 | 15.1 | 0.7 | -0.8 | 6.1 | 5.6 | 4.9
COc1ccc(S(=O)(=O)N2CCCCCC2)cc1NC(=O)Cc1ccccc1F | 18.7 | -12.6 | 31.4 | -1.3 | -4.2 | -21.4 | -4.9 | -1.8
CC(=O)Oc1ccccc1/C=C/c1nc2ccccc2c(=O)o1 | 34.4 | 25.9 | 29.5 | -3.1 | -9.5 | 16.8 | 7.9 | 28.2
O=C(Nc1c2c(nn1-c1ccc(F)cc1)CS(=O)C2)c1ccc2c(c1)OCO2 (stereo not drawn) | -15.6 | -2.1 | 6.2 | 0.3 | -0.8 | -7.5 | 2.4 | 8.6
N#Cc1c(NC(=O)c2ccncc2)sc2c1CCC2 | 18.4 | 4.5 | 22.5 | 1.5 | -0.3 | 8.1 | 6.4 | 8.7
Cc1ccc(-c2cc(C(=O)Nc3nccs3)c3ccccc3n2)o1 | 28.4 | 18.5 | 8.6 | 2.3 | -0.4 | -10.1 | -3.5 | -1.7
COc1cccc(NC(=O)Cc2cccs2)c1 | -2.8 | -15.9 | -3.7 | 5.8 | 1.7 | 6.3 | 2.3 | 3.6
Cc1ccccc1NC(=O)N1CCCC1C(=O)NCc1cccs1 (stereo not drawn) | 9.3 | 7.1 | 7.6 | -1.7 | -2.4 | 9.1 | 1.5 | 7.3
CCC(C)NC(=O)C1CCN(S(=O)(=O)c2cccs2)CC1 (stereo not drawn) | 11.2 | -0.1 | 0.0 | -2.6 | -1.1 | -15.6 | 1.8 | -20.5
O=C(COc1ncnc2ccccc12)NC1CCCC1 | -21.6 | -4.9 | -3.7 | 0.3 | 1.2 | -15.4 | -1.9 | 0.8
O=C(Nc1ccc(Cl)cc1)Nc1csc([N+](=O)[O-])c1 | 12.8 | 19.0 | 21.7 | 14.4 | 8.0 | -52.5 | -3.3 | 94.2*
COCCCn1c2nc3ccccc3nc2c2c(=O)n(Cc3ccc(Cl)cc3)cnc21 | 28.6 | 38.2 | 27.2 | 1.1 | 1.6 | 23.6 | -1.2 | 32.7
CC1CCN(c2ccc(C(=O)Nc3ccc4c(c3)OCO4)cc2[N+](=O)[O-])CC1 | 18.4 | 16.5 | 7.4 | 0.4 | 4.1 | -65.4 | -14.7 | 18.4
CCCCOc1ccc(Cl)cc1Nc1nc(NCCO)nc(N2CCCC2)n1 | 10.5 | 12.1 | 21.5 | -1.0 | 2.7 | 5.5 | 3.9 | 36.3
COCCCNC(=O)Cc1c(C)c2c(cc(C)c3c(C)c(C)oc32)oc1=O | 18.7 | 11.2 | 6.2 | 1.3 | -1.2 | -4.9 | 32.8 | 24.4
CC1CCN(S(=O)(=O)c2ccc(NC(=O)C3CC3)cc2)CC1 | 27.6 | 22.9 | 28.0 | -0.2 | -0.2 | -11.3 | 7.2 | 16.6
CN(C(=O)c1cccc(NC(=O)Cc2cccc([N+](=O)[O-])c2)c1)C1CCC1 | 20.4 | 3.3 | 18.0 | -1.4 | -2.1 | 9.3 | 14.9 | 18.1
Cc1ccc2oc(C(=O)N3CCN(CCO)CC3)c(C)c2c1 | -10.3 | -6.9 | -9.1 | -0.4 | -1.5 | -5.9 | -6.6 | -11.2
O=S(=O)(NCc1ccco1)c1ccc(Cl)s1 | 2.8 | -5.0 | 8.3 | -1.8 | -1.9 | 2.7 | 2.1 | 27.3
CC(=O)Nc1ccc(S(=O)(=O)N2CCN(C(=O)c3ccccc3F)CC2)cc1 | 13.3 | -3.5 | 3.7 | -0.5 | -1.2 | 14.8 | 16.2 | 25.1
CCC(CO)NC(=O)c1cccc(S(=O)(=O)N2c3ccccc3CC2C)c1 (stereo not drawn) | 19.1 | -8.3 | 20.1 | -2.9 | -4.1 | -3.3 | -11.9 | 15.0
Cc1ccc2cc(CN(CC3CCCO3)C(=S)NCc3ccco3)c(=O)[nH]c2c1C (stereo not drawn) | -3.8 | 1.4 | 17.6 | 0.1 | -3.4 | -6.8 | -8.9 | 83.1*
O=C(C[C@@H]1C/C=C/CC[C@@H](Cc2ccc(F)cc2)C(=O)OCCNC1=O)N[C@H](CO)Cc1ccccc1 | 11.9 | 9.8 | 0.4 | 2.2 | -0.7 | -11.3 | -6.1 | 19.7

Looked up by compound from above (two):
compound | tim10-1 inh | TIM10 inh | tim23-1 inh | UPR CHOP act | XBP1 UPR activ | 697 NFkB inh | Jurkat NFkB inh | Mdm2-MdmX inh
CCCCOc1ccc(Cl)cc1Nc1nc(NCCO)nc(N2CCCC2)n1 | 10.5 | 12.1 | 21.5 | -1.0 | 2.7 | 5.5 | 3.9 | 36.3
O=C(N1CCN(c2ccccc2)CC1)C12CC3CC(CC(C3)C1)C2 | 32.2 | 23.8 | 15.9 | -1.9 | -3.8 | 19.8 | 1.9 | 2.1

Additional structures:
compound | tim10-1 inh | TIM10 inh | tim23-1 inh | UPR CHOP act | XBP1 UPR activ | 697 NFkB inh | Jurkat NFkB inh | Mdm2-MdmX inh
COc1ccc(CNc2cccc(C)n2)c(O)c1 | 4.9 | -3.8 | 12.7 | 0.4 | -3.2 | -3.0 | 8.1 | -13.2
CC(C)(C)OC(=O)[C@H](CCCCN)NC(=O)c1[nH]cnc1C(=O)N[C@@H](Cc1ccccc1)C(=O)OCc1ccccc1 | -5.3 | 1.6 | 8.7 | 0.7 | -6.6 | -5.7 | 10.7 | 0.9
COc1ccc(-c2c(C)oc3c(CN4CCN(C)CC4)c(O)ccc3c2=O)cc1 | 4.2 | -22.8 | -18.1 | 1.7 | -1.4 | -4.7 | -4.1 | 7.1
CCN(CC)c1ccc(/C=C/C(=O)c2cccnc2)cc1 | 6.4 | 3.1 | -3.0 | -1.2 | -3.8 | 23.4 | 1.9 | -29.2
CCCOc1ccc(CSc2n[nH]c(C)n2)cc1 | -3.3 | -4.9 | 11.5 | 20.1 | -0.9 | -94.8 | -65.0 | -36.8
CC(=O)N1N=C(c2ccc(C(C)(C)C)cc2)OC1(C)C | -2.9 | 0.9 | 16.8 | 2.0 | 0.8 | 6.4 | 6.3 | -25.5
CN(C)C(=O)CCc1nc2sc3c(c2c(=O)[nH]1)CCCC3 | 10.5 | -3.3 | 4.9 | 0.2 | -0.9 | 13.4 | 1.5 | 1.8
O=C(NCCN1CCN(c2cccc(Cl)c2)CC1)c1ccc(CSc2nc3ccncc3[nH]2)cc1 | 17.9 | -2.9 | -26.3 | -2.4 | 0.3 | -20.6 | 11.8 | 11.1
CCn1ncc(Cl)c1C(=O)Nc1cc(Cl)ccc1Cl | 29.2 | -26.3 | 18.4 | -3.6 | -0.1 | -4.3 | -2.9 | 36.8
CCc1ccc(-c2nc(C)c(CCO)c(=O)[nH]2)cc1 | 9.1 | -5.6 | 7.9 | -1.5 | -2.5 | 16.8 | -7.6 | 13.6
O=[N+]([O-])c1cc(S(=O)(=O)N2CCCC2)ccc1OCc1ccccc1 | 25.5 | -0.6 | 19.9 | -0.5 | 1.0 | 4.4 | -23.8 | -5.1
CCOC(=O)c1cnc2c(cnn2C)c1NCCC(O)C(F)(F)F (stereo not drawn) | 21.2 | -8.0 | 17.2 | -1.6 | 1.9 | -6.0 | 4.5 | -1.8
Cc1cc(NC(=O)c2cccc(S(=O)(=O)N3CC(c4ccccc4)CC3=O)c2)no1 (stereo not drawn) | 12.9 | -2.6 | 30.8 | 1.4 | -4.7 | -2.5 | 3.0 | -4.8
Cc1ccc(CNc2ccc(N3CCOCC3)cc2)cc1 | -7.1 | -2.5 | -2.7 | 4.7 | -2.2 | -53.9 | -44.8 | -47.0
CC(C)c1cc(C(=O)O)c2cnn(C(C)C)c2n1 | -9.6 | -9.2 | 12.5 | -0.2 | -2.7 | 7.0 | 2.1 | 2.8
Cc1ccc(N(C(=O)Cn2nnc(-c3ccc(F)cc3)n2)C(C(=O)NC(C)(C)C)c2ccncc2)cc1 (stereo not drawn) | 13.5 | 12.0 | 13.6 | -0.3 | -3.1 | 17.9 | 7.4 | 11.6
CCOC(=O)C1=C(COC(=O)/C=C/c2cccc(OC)c2OC)NC(=O)NC1C (stereo not drawn) | 8.8 | -0.1 | 6.3 | 1.1 | -2.5 | 2.0 | -12.3 | 10.7
COc1ccc(-c2cc(-c3nnc(COC(=O)c4ccc(O)cc4)o3)c3ccccc3n2)cc1OC | 24.6 | 15.3 | 21.9 | 9.0 | 11.3 | 14.5 | 7.5 | 44.2
NCCNC(=O)c1c(NC(=O)c2ccccc2)sc2c1CCCC2 | 23.5 | 15.0 | 17.0 | 1.8 | -0.4 | -24.2 | -27.7 | -5.1
O=C(CSc1ncccn1)n1c2c(c3ccccc31)CCCC2 | 30.3 | 19.4 | 22.7 | 1.3 | 0.3 | -1.9 | 5.5 | 19.9
COc1ccccc1NC(=O)c1cc(Sc2nncn2C)nc2ccccc12 | 0.4 | 5.1 | -1.1 | -2.3 | 1.1 | 32.2 | 0.0 | 27.3
O=C(c1n[nH]c2c1CCC2)N1CCCC(Nc2cccc(F)c2)C1 (stereo not drawn) | 14.8 | 14.2 | 13.6 | 2.5 | -1.2 | -0.8 | 1.2 | 13.1
O=C(CSc1cccc[n+]1[O-])NC(=O)c1ccc(OC(F)F)cc1 | 5.5 | -12.9 | 3.0 | 1.2 | 0.6 | 0.4 | -1.1 | -14.6
CCOc1cccc(-c2cc(C(=O)N3N=C(C)CC3(O)C(F)F)c3ccccc3n2)c1 (stereo not drawn) | 15.1 | 29.5 | 35.0 | 1.2 | -8.2 | 10.7 | 4.0 | 9.4
C[N+]1(CC(=O)OCCCc2ccccc2)CCOCC1 | -3.4 | 9.9 | -1.0 | 2.4 | 2.2 | 17.6 | 10.2 | -2.2
CCCc1cc(=O)oc2c(C)c(O[C@@H]3O[C@H](CO)[C@@H](O)[C@H](O)[C@H]3O)ccc12 | -10.1 | 9.3 | 11.2 | -0.8 | 1.5 | 21.2 | -0.6 | -3.5
Cc1onc(-c2c(Cl)cccc2Cl)c1C(=O)N1CCN(c2ccccc2)CC1 | 19.7 | 41.7* | 18.8 | 0.1 | -0.8 | 10.5 | 19.7 | 35.9
C=C1CCC[C@]2(C)C[C@H]3OC(=O)C(CNCCN(CC)CC)[C@H]3CC12 (stereo partly drawn) | 52.4* | 17.9 | 30.4 | -1.1 | -2.8 | -0.9 | -8.6 | 27.7
